Assay outcomes: PubChem BioAssay, Sanford-Burnham Center for Chemical Genomics
EBI2 block: EBI2 receptor antagonists, beta-arrestin recruitment, primary screen, cell-based, luminescence, 7a,25-OHC stimulation, uHTS. 7a,25-OHC stimulated. inhibition, % at 5 µM. G-protein coupled receptor 183 (Homo sapiens), P32249. 0.81% of 360,000 active; in the data active = inhibition above about 38%;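 also: enzyme fragment complementation signal reports receptor beta-arrestin coupling in cells; 0% = agonist plus DMSO wells and 100% = wells without agonist; some results beyond the cut were filed as inactive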
Target sequence (P32249 whole entry, looked up, the tested form may be a part): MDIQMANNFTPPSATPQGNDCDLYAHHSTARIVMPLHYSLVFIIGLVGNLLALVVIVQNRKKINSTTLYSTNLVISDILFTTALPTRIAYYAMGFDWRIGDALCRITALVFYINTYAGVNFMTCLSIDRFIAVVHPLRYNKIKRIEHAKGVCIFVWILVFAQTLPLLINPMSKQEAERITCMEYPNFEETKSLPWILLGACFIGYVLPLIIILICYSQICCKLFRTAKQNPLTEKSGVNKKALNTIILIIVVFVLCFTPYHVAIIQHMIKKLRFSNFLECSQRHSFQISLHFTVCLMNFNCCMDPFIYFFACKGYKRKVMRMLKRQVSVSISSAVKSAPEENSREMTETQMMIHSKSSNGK
CXCR6 block: CXCR6 receptor inhibitors, primary screen, cell-based, beta-arrestin, luminescence, CHO-K1 PathHunter, 1536-well; AID 602244, 2012; inhibition, % at 20 µM; C-X-C chemokine receptor type 6 (Homo sapiens), O00574; 0.36% of 360,000 active; in the data active = inhibition above about 34%, passing the limit was not always enough;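 also: antagonist mode with CXCL16 agonist at 10 nM final; 0% = 10 nM CXCL16 with DMSO and 100% = unstimulated wells without agonist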
Target sequence (O00574 whole entry, looked up): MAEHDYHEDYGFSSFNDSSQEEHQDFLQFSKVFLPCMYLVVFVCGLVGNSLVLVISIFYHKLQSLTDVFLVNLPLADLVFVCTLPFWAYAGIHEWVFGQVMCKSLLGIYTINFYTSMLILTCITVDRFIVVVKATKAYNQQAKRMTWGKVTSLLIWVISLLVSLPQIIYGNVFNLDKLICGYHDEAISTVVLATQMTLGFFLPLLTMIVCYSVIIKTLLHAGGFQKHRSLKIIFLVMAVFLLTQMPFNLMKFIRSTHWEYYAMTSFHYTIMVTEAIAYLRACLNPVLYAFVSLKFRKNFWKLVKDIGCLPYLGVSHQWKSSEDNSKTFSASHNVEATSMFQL
APJ antagonist: antagonists of human apelin receptor APJ, primary screen, CHO-K1 cells, beta-arrestin complementation, luminescence. P35414. inhibition, % at 20 µM. 0.32% of 330,000 active. AID 2521, 2010;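 active = inhibition above about 40% at 20 µM, limit read from the data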;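 also: cells challenged with 10 nM apelin-13 agonist together with compound; plate controls were apelin-13 plus DMSO wells for no effect and DMSO wells lacking apelin-13 for full effect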
Target sequence (P35414 whole entry, looked up): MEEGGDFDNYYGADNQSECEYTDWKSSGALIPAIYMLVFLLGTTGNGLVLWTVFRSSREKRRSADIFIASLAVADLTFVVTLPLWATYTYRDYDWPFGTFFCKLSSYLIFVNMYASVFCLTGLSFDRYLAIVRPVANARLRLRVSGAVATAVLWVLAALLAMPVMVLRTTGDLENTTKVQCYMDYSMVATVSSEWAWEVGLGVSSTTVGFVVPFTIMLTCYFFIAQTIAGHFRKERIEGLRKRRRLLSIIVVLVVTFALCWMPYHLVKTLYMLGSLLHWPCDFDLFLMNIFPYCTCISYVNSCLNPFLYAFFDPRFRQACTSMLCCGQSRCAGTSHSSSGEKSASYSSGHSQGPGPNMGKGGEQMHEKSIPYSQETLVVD
APJ ag: agonists of human apelin receptor APJ, primary screen, CHO-K1 cells, PathHunter beta-arrestin, luminescence. activation, % at 20 µM. P35414. AID 2520, 2010. 0.11% of 330,000 active. 0% DMSO wells, 100% apelin;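 active = activation more than six SD over the plate average, tested at 20 µM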;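 also: 0% = DMSO alone and 100% = apelin-13 at 10 nM; some results filed as inactive read as strong as hits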
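Assay system: engineered CHO-K1 APJ arrestin reporter cells; Amount: 1000 CHO-K1 reporter cells seeded per well; Dosing: one dose, 20 µM compound, 1% DMSO; Times: compound stimulation 90 min at 25 °C, detection 60 min; Measured by: luminescent beta-gal fragment complementation, chemiluminescent substrate; Read-out: APJ–arrestin association signal; Controls: DMSO vs Apelin-13 10 nM.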
XBP1 UPR activ: activators of adaptive XBP1 UPR arm, primary screen, cell-based, CHO-XBP1 luciferase reporter, luminescence, uHTS. 0.33% of 330,000 active. AID 463104, 2010. IRE1-XBP1 UPR activation; percent of tunicamycin response, DMSO as zero. activation, % at 20 µM;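 active = versus positive control, 20 µM dose yields 30% or more activation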;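 also: 100% = tunicamycin at 10 µg/mL and 0% = DMSO only wells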
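Material: CHO-XBP1 cells stably carrying IRE1-XBP1-driven luciferase reporter / Amount: 1000 cells per well / Compound: 20 µM, 1% DMSO / Times: 6 h treatment, 37 °C / Detection: luciferase luminescence / Measure: % activation of reporter signal versus tunicamycin and DMSO controls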
CCR6 antag: CCR6 receptor antagonists, primary screen, cell-based, CHO-K1, luminescence, beta-arrestin, uHTS; inhibition, % at 20 µM; 0.49% of 340,000 active; C-C chemokine receptor type 6 (Homo sapiens), P51684; CHO-K1 CCR6 PathHunter beta-arrestin, CCL20-stimulated;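 active = compounds whose inhibition of the agonist-driven luminescence signal at 20 µM reaches about 50%, limit read from the data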;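 also: cells stimulated with CCL20 at 14 nM final; plate controls were DMSO with CCL20 for no effect and DMSO without agonist for full effect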
Mdm2-MdmX inh: inhibitors of human Mdm2-MdmX association, primary screen, cell-based, luminescence, split luciferase, SaOS-2, uHTS. Protein Mdm4 (Homo sapiens) + E3 ubiquitin-protein ligase Mdm2 (Homo sapiens), …. SaOS-2 split-luciferase Mdm2/MdmX complementation. inhibition, % at 8 µM. 3% of 330,000 active. AID 485346, 2010;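 active = inhibition of at least 50% at 8 µM in the primary screen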
tim23-1 inh: growth inhibitors of tim23-1 mutant yeast, primary screen, luminescence, uHTS; S. cerevisiae tim23-1 growth, BacTiter-Glo luminescence, 24 h; inhibition, % at 20 µM; 1.3% of 330,000 active; AID 463212, 2010;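 active = growth inhibition of the mutant yeast at or above 50%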;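 also: temperature-sensitive mutant grown at 25 °C; plate controls were DMSO-treated mutant yeast for no effect and medium wells lacking yeast for full effect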
CHOP UPR activ: activators of apoptotic CHOP UPR arm, primary screen, cell-based, CHO-CHOP luciferase reporter, luminescence, uHTS; UPR activation; percent of tunicamycin response over DMSO baseline; AID 449763, 2010; 0.34% of 330,000 active; activation, % at 10 µM;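 active = at 10 µM dose, activation of 40% or more, normalized to positive control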;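 also: 100% = tunicamycin at 10 µg/mL and 0% = DMSO alone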
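System: CHO CHOP reporter cells. Amount: 500 cells per well. Buffer or medium: F12 medium, 10% FBS. Compound dosing: one dose, 10 µM in 0.5% DMSO. Incubation: 6 h compound exposure at 37 °C after overnight seeding. Technique: Steady-Glo luciferase luminescence. Benchmarks: tunicamycin and DMSO controls.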
* marks the source's active call; other numbers are inactive results; nt = no result given. Not all compounds are listed; rates above refer to the full screens.

SMILES | EBI2 block | CXCR6 block | APJ antagonist | APJ ag | XBP1 UPR activ | CCR6 antag | Mdm2-MdmX inh | tim23-1 inh | CHOP UPR activ
COc1ccc(CNC(=O)CCS(=O)(=O)c2ccc3c(c2)NC(=O)C(C)S3)cc1 (configuration not stated) | -5 | 0 | 20 | -3 | -5 | 11 | 4 | 10 | 1.2
O=C(NC(=S)Nc1cccc2cccnc12)c1ccccc1 | 13 | 10 | -14 | -3 | 2 | 9 | -3 | -34 | 0.6
Cn1c(=O)c2cc3ccccc3nc2n(C)c1=O | 1 | -1 | 16 | -7 | 4 | -8 | 25 | 15 | 1.1
CNC(=O)NC(=O)C(C)Oc1ccccc1F (configuration not stated) | -5 | 4 | 0 | 1 | -3 | 11 | -24 | 8 | 0.3
CCC1=[N+](CC(=O)c2ccc(C)cc2)CCn2cccc21 | 12 | 3 | 12 | -1 | 2 | 11 | -43 | 6 | 2.8
CC1(C)NC(=O)N(CC(=O)Nc2cc(C(F)(F)F)cc(C(F)(F)F)c2)C1=O | 0 | 1 | 15 | 6 | -8 | -16 | 19 | -1 | -0.5
Cc1nn(Cc2ccc(Cl)cc2)c(C)c1NC(=O)c1cc(-c2ccc3c(c2)OCO3)on1 | -12 | -11 | 10 | -2 | -3 | 17 | -6 | 13 | -0.4
COC(=O)[C@H](CCSC)NC(=O)Nc1ccc(C)cc1C | 5 | 8 | -7 | -4 | -2 | -7 | 2 | 6 | -0.3
Oc1c(C(Nc2cccc(C(F)(F)F)c2)c2cccnc2)ccc2cccnc12 (configuration not stated) | -4 | 0 | 15 | -4 | -4 | 35 | 21 | 31 | -1.1
COc1ccc(Cl)cc1NS(=O)(=O)c1c(C)[nH]c(C)c1C(=O)N1CCCCC1 | 0 | 6 | -5 | -1 | -3 | 4 | 8 | 3 | -1.0
O=C(CN(Cc1ccco1)C(=O)CNS(=O)(=O)c1ccc(Cl)cc1)NCc1ccc(F)cc1 | -20 | 3 | 6 | -1 | -3 | 8 | 22 | -6 | -0.1
O=C1C2CC=CCC2C(=O)N1c1ccc(N2CCN(c3ccccn3)CC2)c([N+](=O)[O-])c1 (configuration not stated) | 8 | 2 | 22 | 0 | 2 | 25 | 15 | 4 | -0.6
Cc1c(-c2cccc(Cl)c2)nc2ccccc2c1C(=O)NC1CC1 | 1 | 1 | -53 | -6 | -2 | 10 | 1 | 18 | 0.5
COc1ccccc1NC(=O)Cn1nnc(C(=O)NCc2ccc3c(c2)OCO3)c1N | -3 | 6 | -11 | -3 | -3 | 15 | 36 | 12 | 2.6
CN(C)C(=O)CCc1ccc2c3c([nH]c2c1)[C@]1(CCC2CCCC2)[C@@H](C(=O)N2CCOCC2)C[C@H](CC(=O)NCc2ccco2)C(=O)N1CC3 | 0 | -2 | nt | nt | 1 | 13 | 34 | 27 | 0.2
COc1ccc(N2C(=O)CC(Sc3nccc(C)n3)C2=O)cc1 (configuration not stated) | -5 | -5 | -2 | 1 | 0 | -12 | 37 | 20 | -0.6
CC1CCCCN1C(=O)CSc1nnc2c(n1)[nH]c1ccc(F)cc12 (configuration not stated) | -7 | 2 | 14 | 1 | 0 | 12 | 23 | -6 | 5.0
Cc1cccc(C(=O)NNS(=O)(=O)c2ccc(F)cc2)c1 | 6 | 2 | -1 | 2 | 0 | 0 | 9 | 6 | -0.8
COc1ccc(-c2sc(Nc3ccccc3)n[n+]2C)c(C)c1C | -17 | 4 | -50 | -2 | -1 | 20 | -10 | 33 | -1.0
C/C(=N\NC(=S)NCCc1ccccc1)c1ccc(C#N)cc1 | 3 | 0 | -6 | -1 | -1 | -10 | 0 | 15 | -0.4
NC(=O)COc1cc2oc(=O)c3c(c2cc1Cl)CCCC3 | -3 | 3 | 17 | 1 | -2 | -1 | -5 | 24 | 0.0
CC#CCC(CC#CC)c1nc2ccccc2c(=O)n1N | 0 | 6 | 7 | -1 | -1 | 7 | 4 | -2 | 1.3
CCn1cc(CNC(=O)c2cc(COc3ccc(F)cc3F)on2)cn1 | -9 | -7 | -3 | -1 | 0 | 12 | 6 | -3 | 0.5
CC(=O)Nc1nonc1NC(=O)c1ccc(F)cc1 | 5 | -7 | 6 | -4 | -1 | 1 | -2 | 13 | -1.1
COc1ccc(/C=C/C(=O)NCCN=C2NS(=O)(=O)c3ccccc32)cc1 | 6 | 1 | -12 | -3 | -4 | 6 | 7 | 9 | -1.2

Laid out differently: entries from further up.
SMILES	EBI2 block	CXCR6 block	APJ antagonist	APJ ag	XBP1 UPR activ	CCR6 antag	Mdm2-MdmX inh	tim23-1 inh	CHOP UPR activ
COc1ccc(/C=C/C(=O)NCCN=C2NS(=O)(=O)c3ccccc32)cc1	6	1	-12	-3	-4	6	7	9	-1.2
O=C1C2CC=CCC2C(=O)N1c1ccc(N2CCN(c3ccccn3)CC2)c([N+](=O)[O-])c1 (configuration not stated)	8	2	22	0	2	25	15	4	-0.6

Carrying on.
SMILES | EBI2 block | CXCR6 block | APJ antagonist | APJ ag | XBP1 UPR activ | CCR6 antag | Mdm2-MdmX inh | tim23-1 inh | CHOP UPR activ
O=C(Nc1cc(S(=O)(=O)N2CCOCC2)ccc1O)c1ccc2c(c1)S(=O)(=O)c1ccccc1C2=O | -15 | 7 | -4 | -1 | 0 | 32 | -8 | -19 | -3.2
CCCOc1ccccc1N1C(=O)CC(N2CCOCC2)C1=O (configuration not stated) | 12 | -1 | -11 | -3 | 0 | -12 | 3 | 7 | -0.6
Cc1ccc(S(=O)(=O)Nc2c(O)c3ccccc3oc2=O)cc1 | -10 | -7 | 11 | 0 | -4 | 2 | -5 | 9 | -1.4
Cc1ccc(-c2cc(C(F)(F)F)n3ncc(C(=O)N4CCCc5ccccc54)c3n2)cc1 | 28 | 3 | 13 | -1 | -3 | 4 | 22 | 14 | 4.2
CCCCCCNC(=O)C(C(=O)OCC)C1CCCCC1 (configuration not stated) | 1 | 3 | 9 | -3 | -3 | 10 | 3 | 2 | -2.2
Cc1cc(C(=O)COc2ccccc2Cl)c(C)n1C1CC1 | 12 | -2 | 10 | 2 | 2 | 19 | -41 | 39 | 5.1
COCCCN(C(=O)Nc1ccc(C)c(C)c1)C(C)c1ccccn1 (configuration not stated) | -5 | -1 | 21 | -4 | -2 | 4 | 11 | 15 | -0.9
CSc1ccccc1NC(=O)C(=O)c1c[nH]c2ccccc12 | 26 | -2 | -7 | 4 | 3 | -5 | -78 | 27 | 3.5
Cc1cc(C)n2nc(N)c(N=Nc3ccccc3)c2n1 | 1 | -4 | 9 | -5 | 1 | 1 | 18 | 6 | 1.2
O=C1CCC([N+](=O)[O-])C(c2cccc(Br)c2)N1 (configuration not stated) | -13 | 1 | 6 | 0 | 1 | 9 | -6 | 17 | 1.2
CCCCn1c(SCC(=O)NNC(=O)c2ccccc2)n[nH]c1=O | -13 | 5 | 1 | -2 | 0 | -7 | 4 | 0 | -0.1
COc1cc(OC)cc(N(C(=O)c2ccco2)C(C(=O)NC2CCCC2)c2ccc(N3CCOCC3)cc2)c1 (configuration not stated) | -7 | 4 | 2 | -1 | -3 | 10 | -25 | 14 | 0.1
CC(NC(=O)C(=O)N1CCOCC1)C(c1cccs1)N1CCN(c2ccccc2F)CC1 (configuration not stated) | 5 | 12 | 12 | 4 | -1 | 0 | 1 | 15 | 1.0
O=C(O)COc1ccccc1C(Nc1ccccn1)c1cc(Cl)c2cccnc2c1O (configuration not stated) | -6 | -15 | -4 | -1 | -4 | -31 | 6 | 9 | 0.7
Cc1ccc(Nc2ncnc3c2nnn3Cc2ccccc2)cc1 | -5 | 4 | -11 | 8 | 1 | -8 | 0 | 12 | 3.9
CCCOc1ccc(-c2nc(C#N)c(NCC3CCCO3)o2)cc1 (configuration not stated) | -13 | 1 | -2 | -1 | -1 | 15 | -12 | 38 | 0.4
Cc1cccc(N(C)C(=O)CN2C(=O)COc3ccc(S(=O)(=O)N4CCCCCC4)cc32)c1 | 23 | 8 | 11 | -3 | -3 | 13 | -6 | 19 | -1.9
C=CCN1CCS(=O)(=O)N(Cc2ccccc2)[C@@H](C(C)C)C1=O | -4 | 6 | nt | nt | 2 | 7 | 5 | 28 | 2.4
Cn1cccc1-c1cc(C(=O)N/N=C/C=C/c2ccccc2)[nH]n1 | -6 | -2 | -2 | 12 | -1 | -15 | 2 | 33 | 0.7
CCc1cc2c(=O)c(-c3nc4ccccc4[nH]3)coc2c(CN2CCCCC2C)c1O (configuration not stated) | 5 | -3 | -14 | 0 | 1 | 9 | 5 | 6 | -0.4
COc1ccc(C2=CC(=O)CCC2)cc1 | -11 | 3 | -1 | -2 | -1 | -7 | -37 | 8 | -0.8
COc1ccccc1NC(=S)NNC(=O)c1ccc(Cl)cc1Cl | 2 | 6 | 10 | 0 | 3 | 33 | -53 | 12 | 2.1
Cn1c(CNC(=O)c2ccccc2F)nnc1SCC(=O)Nc1nnc(C2CC2)s1 | -7 | -6 | 2 | 1 | -1 | 5 | 15 | 8 | 1.5
O=C(Nc1cc(C(F)(F)F)ccc1N1CCOCC1)c1ccc(F)cc1 | 4 | 0 | 27 | -3 | -5 | 11 | 29 | -1 | -2.9
COc1cccc(CN(C)CC(=O)Nc2cccc(C(F)(F)F)c2)c1OC | 7 | -4 | -5 | 1 | 1 | 16 | 26 | 15 | 0.5
(continued)
SMILES | EBI2 block | CXCR6 block | APJ antagonist | APJ ag | XBP1 UPR activ | CCR6 antag | Mdm2-MdmX inh | tim23-1 inh | CHOP UPR activ
CCn1c(SCc2cccc(OC)c2)nc2ccccc2c1=O | -14 | 6 | 10 | -1 | -1 | 24 | 14 | 8 | -2.0
Cc1nn(-c2ccccc2)c(C)c1/C=C/C(=O)OCC(=O)N(C)C1CCS(=O)(=O)C1 (configuration not stated) | 2 | 4 | 27 | -3 | 0 | -2 | 10 | 9 | 0.8
COc1cccc(CN2CCN(C3CCN(c4cccc(C)c4C)CC3)CC2CCO)c1 (configuration not stated) | 15 | 4 | 13 | -1 | 1 | 5 | 8 | 1 | -0.4
Cc1ccc(-c2csc3ncnc(SCC(N)=O)c23)cc1 | -5 | 5 | 7 | -3 | 4 | 15 | 27 | -2 | -1.3
COC(=O)c1ccc(CSc2nnc(-c3ccncc3)o2)cc1 | -11 | -2 | -11 | -2 | -1 | 12 | -2 | 2 | 2.3
O=C(NC(=S)Nc1cccc2c(O)cccc12)c1ccccc1[N+](=O)[O-] | -4 | 8 | -89 | 3 | 0 | 24 | 40 | 13 | -0.9
